Screening data as filed in PubChem.
HEK293 tox = cytotoxicity in counter-screen for GLP-1R inverse agonists; HEK293 cAMP-luciferase reporter cells, luminescence, 24 h; Potency, µM (titrated, usually from 38.3 µM), for the others: top-dose activity change, negative = inhibition, hits mostly inhibitors; 0.13% of 410,000 active; AID 624418;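 further: loss of luciferase light is scored as toxicity; potency means the concentration at half of the fitted maximal effect; on the % scale 0 is the no-effect control and ±100 the full control effect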
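To flag toxic compounds, the library was rerun on cells for 24 hr at 37 deg C and 5% CO2. Viability-linked luminescence was captured 12 min after adding luciferase detection reagent.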
IL-1B inflam inh = inhibitors of inflammasome signaling (IL-1 beta secretion) | THP-1 LPS/ATP IL-1B secretion, AlphaLISA, 16 h; hits give low values | activity change, % at 57.5 µM | 4.7% of 360,000 active | AID 743279; in the data active means activity change below about -50%; inconclusive means mostly about -30% to -49%; further: on the % scale 0 is the no-effect control and ±100 the full control effect
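THP-1 cells pretreated 1 hr with compounds (up to 57.5 uM final), then stimulated with LPS (250 ng/mL final) plus ATP (1.25 mM final); secreted IL-1B measured by AlphaLISA after 16 hr, decreased signal indicating inhibition.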
SW480 rerep = inducers of DNA re-replication in SW480 colon cancer cells. SW480 DNA re-replication, Hoechst DNA content imaging, 48 h. Potency, µM (highest dose often 46.1 µM), for the others: at the top dose re-replication activation, hits mostly activators. 1.8% of 340,000 active. AID 624297; further: potency means the concentration at half of the fitted maximal effect; % of control where 0% means no effect; nearly all actives have a fitted effect of over 55% in size
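Per well, 250 cells were exposed to pinned compound for 48 hr. Nuclear DNA was visualised with Hoechst (40 min, 37 C) and total object intensity recorded by fluorescence scanning.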
HT1080 IDH1KD tx = HT-1080 IDH1 knockdown cell toxicity (counter line); HT-1080 IDH1 knockdown viability, ATP luminescence, 48 h; Potency, µM (highest dose often 46.1 µM), for the others: top-dose activity, negative = toxicity, hits mostly cytotoxic; 2% of 360,000 active; AID 686971;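 further: potency means the concentration at half of the fitted maximal effect; 0% = DMSO wells and -100% = cell-free medium wells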
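Viability of IDH1-knockdown HT-1080 fibrosarcoma cells was assessed by CellTiter-Glo after 48 h at 37 °C with titrated compound; concentration-effect curves were classified by fit quality and response size.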
DRD3 agonist = D3 dopamine receptor (human) agonism; 0.58% of 410,000 active; AID 652048; max activation, %; P35462; D3R DiscoveRx beta-arrestin cells, luminescence, 90 min; in the data active means max activation above about 30%; further: 0% is about no effect; mostly tested at two doses, the higher about 12 µM
Target sequence (P35462 whole entry, looked up): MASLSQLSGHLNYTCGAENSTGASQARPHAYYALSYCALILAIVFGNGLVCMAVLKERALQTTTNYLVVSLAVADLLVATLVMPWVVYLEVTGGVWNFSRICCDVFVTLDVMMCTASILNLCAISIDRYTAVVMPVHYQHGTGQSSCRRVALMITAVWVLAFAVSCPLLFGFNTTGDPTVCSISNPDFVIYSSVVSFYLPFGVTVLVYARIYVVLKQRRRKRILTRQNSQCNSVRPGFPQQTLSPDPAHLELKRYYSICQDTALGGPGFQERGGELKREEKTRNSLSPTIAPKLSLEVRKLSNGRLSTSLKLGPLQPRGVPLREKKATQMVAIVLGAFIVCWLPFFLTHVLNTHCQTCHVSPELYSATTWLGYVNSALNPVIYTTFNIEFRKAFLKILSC
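Agonist-mode cell screen: cells plated at 1500/well and incubated overnight at 37 °C, then exposed to library compounds for 90 min at 37 °C. Detection reagent was added for 30–60 min at room temperature, and luminescence was read.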
KB-3-1 tox = KB-3-1 parental cell cytotoxicity; 1.4% of 400,000 active; Potency, µM (top dose mostly 46.1 µM), without a hit: at the top dose activity change, negative = cytotoxic, most hits filed as cytotoxic; KB-3-1 viability, CellTiter-Glo ATP luminescence, 72 h; AID 1347075; further: potency means the concentration at half of the fitted maximal effect; on the % scale 0 is the no-effect control and ±100 the full control effect; nearly all actives have a fitted effect of over 60% in size
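KB-3-1 parental drug-naive adenocarcinoma cells in DMEM/10% FBS, incubated 72 h at 37 C with pin-transferred compounds across a concentration series. Viability by CellTiter-Glo luminescence; concentration-response curves fitted after normalization.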
HT1080-NT tox = kills 2HG-producing HT-1080-NT fibrosarcoma cells; HT-1080-NT fibrosarcoma viability, CellTiter-Glo ATP luminescence, 48 h; Potency, µM (highest dose often 46.1 µM), for the others: top-dose activity, negative = less viability, hits mostly cytotoxic; 1.6% of 360,000 active; AID 686970;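 further: NT is the 2HG producing partner of a matched IDH1 knockdown line; potency means the concentration at half of the fitted maximal effect; 0% = DMSO-treated cells and -100% = media-only wells without cells; nearly all actives have a fitted effect of over 55% in size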
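A 48-hour cytotoxicity screen used HT-1080-NT cells plated 2 hours before compound delivery. ATP-based CellTiter-Glo luminescence measured viability, normalized to DMSO and no-cell controls.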
KB-V1 MDR tox = kills drug-selected multidrug resistant KB-V1 cells; KB-V1 MDR cells viability, CellTiter-Glo, 72 h; 3.4% of 400,000 active; Potency, µM (highest dose often 46.1 µM), inactives show at the highest dose activity change, negative = cytotoxicity, most hits filed as cytotoxic; further: potency means the concentration at half of the fitted maximal effect; on the % scale 0 is the no-effect control and ±100 the full control effect; nearly all actives have a fitted effect of over 60% in size
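qHTS viability screen in drug-selected KB-V1 MDR cells: 72 h compound treatment at 37 degrees C, ATP luminescence end point.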
MCF10A rerep = inducers of DNA re-replication in MCF 10A breast cells | MCF 10A DNA re-replication, Hoechst nuclear intensity, 48 h | Potency, µM (series often up to 46.1 µM), for the others: at the highest dose activity, positive = re-replication, usual class: activators | 2.9% of 350,000 active | AID 624296; further: potency means the concentration at half of the fitted maximal effect; % of control where 0% means no effect; nearly all actives have a fitted effect of over 50% in size
Starred values were filed as active, the others as inactive; ? = inconclusive; . = no result given; & = joins results of further samples; ! = repeats disagree; [ ] = another dose, or the depositor's remark. Unless noted, the call rests on the fitted dose curve; in most records, active means well fitted curve in the direction sought with a large enough effect; inconclusive means small, poorly fitted or top-dose-only effect, or another doubt; inactive means no such curve, though single readings can be large; an effect the other way counts as inactive or inconclusive.

Structure,HEK293 tox,IL-1B inflam inh,SW480 rerep,HT1080 IDH1KD tx,DRD3 agonist,KB-3-1 tox,HT1080-NT tox,KB-V1 MDR tox,MCF10A rerep
O=C(CN1CCN(CC(=O)c2ccccc2)CC1)c1ccccc1,-4%,45,92%,-5%,-19,?,-16%,0%,88%
N#CCCNS(=O)(=O)c1ccc(C(=O)OCC(=O)Nc2ccc3c(c2)OCO3)cc1,-5%,1,1%,2%,3,2%,0%,0%,2%
Cc1ccc(S(=O)(=O)c2nc(-c3ccco3)oc2SCc2ccc(F)cc2)cc1,28%,.,.,.,-5,-8%,.,?,.
CCOC(=O)c1c(-c2ccccc2)oc2ccc(OC(C)C(=O)O)cc12 (stereo not given),7%,-11,-11%,-6%,1,-17%,0%,-3%,7%
CCOC(=O)c1sc(NC(=O)c2cccc(S(=O)(=O)N3CCc4ccccc43)c2)c(C#N)c1C,-26%,36,-1%,?,-1,21µM*,?,10%,19%
CCCn1nc2ccccc2c1P(=N)(N1CCOCC1)N1CCOCC1,-2%,0,-4%,16%,11,1%,14%,-15%,16%
Cc1ccc(NS(=O)(=O)c2ccc(-c3cnc(C4CC4)o3)cc2)cc1N(C)C,?,.,.,.,-15,0%,.,-11%,.
COc1ccc(S(=O)(=O)N2CCCCC2)cc1NC(=O)CSc1ncnc2ccccc12,-3%,-62*,21%,-10%,20,14%,-10%,21µM*,18%
Cc1cccc(C(=O)N2CCN(S(=O)(=O)c3ccc4c(c3)OCCCO4)CC2)c1[N+](=O)[O-],11%,6,2%,2%,1,.,-1%,.,-2%
CC(=O)NCCc1ccc(S(=O)(=O)Nc2ccc(NC(=O)c3ccc(F)cc3)cc2)cc1,-25%,6,-73%[inhibitor],?,25,-2%,?,27%,7%
CCOc1ccccc1N(CC(=O)Nc1ccccc1F)S(=O)(=O)c1ccccc1,1%,?,?,-11%,-1,5%,-13%,?,0.58µM*
O=C(/C=C\Nc1ccc2c(c1)OCO2)c1ccccn1,70%[activator],-23,0%,?,-15,?,?,-18%,-7%
CS(=O)(=O)/C(C#N)=C/c1cccn1S(=O)(=O)c1cccc2ccccc12,2%,29,.,-3%,-4,0%,11%,13%,.
O=C(CSc1n[nH]c(-c2ccncc2)n1)Nc1ccc(Cl)cc1,17%,58,1%,-5%,4,-2%,-18%,16%,21%
CCN(CC)Cc1cc2[nH]c3c4ccc(Cl)cc4ncc3c2cc1OC,27%,-11,-3%,?,1,-9%,22µM*!,3%,-4%
CN1N=C(C(=O)N2CCN(c3ccc([N+](=O)[O-])cc3)CC2)CCC1=O,-29%,16,-2%,12%,2,20%,12%,5%,4%
O=C(CSc1nnc(Cc2ccccc2)o1)Nc1ccccc1,-2%[0.307 µM],-9,-2%,20%,-5,0%,19%,11%,0%
CCOc1ccccc1C(=O)NC1CCN(CC(=O)Nc2cc(OC)ccc2OC)CC1,2%,4,-15%,3%,-7,-13%,12%,-7%,-2%
COC(=O)Cn1nc(-c2ccc(C)c(S(=O)(=O)N(C)C)c2)c2ccccc2c1=O,23%,18,-2%,7%,1,0%,2%,18µM*,17%
CC(=O)Nc1ccc(S(=O)(=O)NCCC(=O)N2CCN(C(c3ccccc3)c3ccccc3)CC2)cc1,13%,?,-6%,-9%,-1,10%,-9%,13%,13%
COc1ccc(NC(=O)COC(=O)CCc2nc3ccccc3c(=O)[nH]2)c(OC)c1,5%,-3,-5%,-1%,1,14%,0%,?,-2%
O=C(Cn1c(=O)sc2ccccc21)Nc1ccccc1,-1%,-7,3%,3%,-2,12%,-8%,12%,12%
COc1cccc(-c2cc3nc(-c4ccccc4)cc(N4CCN(C(=O)c5ccoc5)CC4)n3n2)c1,7%,-13,.,?,0,?,-18%,?,.
O=c1cc(-c2ccc(O)cc2)oc2cc(O)c(C3OC(CO)C(O)C(O)C3O)c(O)c12 (stereo not given),-12%,49,-10%,-7%,-26,0%,-14%,0%,-1%
CCOC(=O)c1ccc(NC(=O)CCNS(=O)(=O)c2cc(Br)cnc2N)cc1,-9%,-21,6%,-16%,5,1%,7%,-3%,24%
COc1ccc2oc(-c3ccc(C)c(NC(=O)c4ccc(N5CCCCC5)c([N+](=O)[O-])c4)c3)nc2c1,2%,.,.,.,1,7%,.,0%,.
CC(=O)N1CCN(C(=O)CNC(=O)c2ccc(Br)o2)CC1,-2%,7,-7%,3%,4,15%,7%,19%,0%
O=C(NCCCn1ccnc1)c1cccc(S(=O)(=O)NCc2ccccc2)c1,7%,16,-3%,-10%,-2,-18%,?,-10%,0%
Cc1cccnc1NC(=O)/C=C/c1ccc2c(c1)OCO2,6%,-9,-34%[inhibitor],0%,-2,2%,-9%,?,-27%
COc1cc(/C=N/NC(=O)CCn2c3ccccc3c3ccccc32)ccc1O,-7%,?,-11%,?,9,1%,?,0%,-1%
COc1ccc(S(=O)(=O)N(C)c2ccc(C(=O)N3CCN(C)CC3)cc2)cc1,-24%,10,-3%,2%,-11,-4%,2%,-13%,?
N#Cc1c2n(c3c(=O)[nH]cnc13)CCCC2,-13%,-2,1%,-11%,-9,2%,-5%,9%,-3%
CCC(C)[C@H](NC(=O)[C@H](Cc1ccccc1)n1c(=O)[nH]c2ccccc2c1=O)C(=O)NCC1CCC(C(=O)O)CC1 (stereo not given in full),5%,-7,-4%,17%,-3,0%,14%,?,-30%[inhibitor]
COc1ccc(NC(=O)C2CCN(Cc3cnn(-c4ccccc4)c3-n3cccc3)CC2)cc1OC,-23%,?,-5%,-15%,-16,-30%,-16%,?,-8%
Nc1ccc(S(=O)(=O)Nc2nc(-c3ccccc3)cc(-c3ccccc3)n2)cc1,22%,.,-42%[inhibitor],?,-5,8%,?,-22%,?
Cn1cccc1CC(=O)N/N=C/c1ccc([N+](=O)[O-])cc1,-15%,-13,-8%,-5%,10,8%,-3%,8%,-2%
CCN(CC(=O)NCC(=O)Nc1ccc(Br)cc1C)Cc1ccccc1,-2%,-63*,-19%,-2%,-7,0%,-3%,-6%,?
O=C(COc1cccnc1[N+](=O)[O-])Nc1cccc(S(=O)(=O)N2CCCCC2)c1,-19%,-23,-12%,-8%,6,-1%,-2%,0%,-2%
O=S(=O)(Nc1cccc(-c2ccc(N3CCCCCC3)nn2)c1)c1ccccc1Cl,-22%,?,-12%,-22%,-8,2%,-16%,0%,?
NS(=O)(=O)c1cccc(NC(=O)c2cccc(N3C(=O)c4ccccc4C3=O)c2)c1,4%,7,-10%,17%,2,11%,7%,20%,-2%
CCN1CCN(C(=O)/C=C\C(=O)O)CC1,4%,2,-4%,11%,1,10%,13%,9%,-3%
COc1ccc(N2CCN(C(=S)NCCc3ccccc3)CC2)cc1,-12%,-12,18%,6%,-7,-9%,0%,0%,5%
COC(=O)c1ccc(C23CC4(C2)[C@H](CN(Cc2ccc(C(F)(F)F)cc2)[C@@H]4c2ccccc2)C3c2ccc(Cl)nc2)cc1 (stereo not given in full),5%,0,-2%,-7%,-22,4%,-7%,22%,13%
O=C(c1ccccc1)N(CCN1CCOCC1)C1(C(=O)Nc2ccccc2)CCCCC1,0%,18,-5%,8%,4,10%,12%,3%,3%
COc1ccc(NC(=O)Cn2nnc(C(=O)Nc3ccccc3C)c2N)cc1,9%,-7,-3%,8%,-5,0%,-2%,-13%,6%
CN1CCN(C(=O)Cn2c(C(F)(F)F)nc3ccccc32)CC1,7%,6,-8%,16%,-4,5%,9%,?,-3%
Clc1ccccc1OCc1nc(-c2ccc(Br)o2)no1,-29%,-11,0%,-15%,-1,-13%,-10%,6%,-6%
COc1cc(OC)c(C(=O)Nc2cccnc2)cc1OC,4%,-1,6%,13%,-5,9%,13%,23%,-4%
C=C1C(=O)OC2C1CCC(C)C1C=CC(=O)C12C (stereo not given),?,-68*,6.5µM*,21µM*,-8,?,?,?,2.1µM*
C=CCOc1ccccc1/C=N/NC(=O)c1ccc(Cl)cc1Cl,-20%,0,-2%,1%,15,-1%,-4%,-26%,?
CCC(=O)N1CCc2cc(S(=O)(=O)NCCC(=O)Nc3ccc(OC)c(OC)c3)ccc21,-5%,.,.,.,1,-1%,.,27%,.
CN(C(=O)c1ccc(OC2CCN(CCc3ccccc3)CC2)cc1)C1CCCCC1,-6%,-6,-68%[inhibitor],-10%,-10,-2%,7%,-17%,?
CCn1c(SCC#N)nc2ccccc2c1=O,0%,13,?,-6%,2,5%&18%,-1%,0%&-7%,-3%
COc1ccc(CCNS(=O)(=O)c2cc(/C=C/C(=O)O)ccc2C)cc1OC,0%,-18,2%,-7%,-31,-2%,1%,-16%,-15%
CCc1nc2ccc(C(=O)N(C)CCCN(C)C)cn2c1N(C)C(=O)C1CCCCC1,2%,0,.,8%,-10,0%,26%,-3%,.
O=[N+]([O-])c1cc(Cl)cc(/C=N/NC(=S)Nc2cc(S(=O)(=O)N3CCOCC3)ccc2Cl)c1O,-7%,146,?,-4%,2,?,3%,-20%,?
Cc1ccc(-c2nc3ccccn3c2Nc2ccccc2)o1,-4%,-16,5%,-19%,0,-20%,-1%,-6%,?
O=C(COC(=O)c1ccc(CNS(=O)(=O)c2ccc(F)c(Cl)c2)cc1)NC1CCCCCCC1,-11%,12,-14%,30%,3,-2%,30%,26%,-4%
CCN(C(=O)COC(=O)CCCOc1ccc(Cl)cc1C)c1c(N)n(Cc2ccccc2)c(=O)[nH]c1=O,-2%,4,2%,-3%,-2,1%,?,-14%,?
O=C(NCCC(=O)N1CCCCC1)c1ccc(Br)cc1,1%,20,-1%,6%,-4,1%,7%,-9%,-1%
